# Assay outcomes from PubChem BioAssay.
# FAS TE block: FAS thioesterase (human) inhibition | P49327 | recombinant FAS-TE, OMFH fluorogenic substrate, fluorescence endpoint | inhibition, % at 15 µM | 360,000 tested, 0.67% active;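 active = compounds whose normalised, plate-corrected inhibition of enzyme fluorescence in the single-dose primary screen is 50% or more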;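 also: 0% = DMSO with enzyme and 100% = substrate without enzyme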
# NadD inh: inhibitors of Staphylococcus aureus NadD. purified NadD enzyme, colorimetric absorbance read-out. inhibition, % at 20 µM. 360,000 tested, 0.78% active. AID 602399; in the data active = inhibition above about 26%; also: some compounds past the cut are filed as inactive
# CSN inh: inhibitors of human CSN-mediated cullin deneddylation. inhibition, % at 12.5 µM. Purified CSN, SCF-Nedd8-OG deneddylation, fluorescence polarization. 360,000 tested, 0.38% active;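 active = pattern-corrected inhibition above about 35%, with an unprinted fluorescence ratio check between 0.5 and 1.5, limit read from the data, passing the limit was not always enough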;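 also: 0% = enzyme with substrate and 100% = substrate without enzyme; some results filed as inactive read as strong as hits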
#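 Material: purified human Csn5 enzyme expressed in HEK293T cells / Medium: Tris buffer pH 7.5, NaCl, DTT, Tween-20, trehalose, ovalbumin / Compound dosing: 12.5 µM single point / Schedule: 90 min incubation of compound, enzyme and substrate at room temperature / Signal: fluorescence polarization of the substrate / Control set: no-enzyme wells high, enzyme-with-substrate wells low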
# MLLE-PAM2 inh: inhibitors of microRNA-mediated deadenylation, human PABP1 MLLE binding; P11940; GST-MLLE / FITC-PAM2 fluorescence polarization; inhibition, % at 20 µM; 360,000 tested, 0.36% active; in the data active = inhibition above about 35%, passing the limit was not always enough;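 also: plate controls were DMSO wells with GST-MLLE for no effect and wells lacking GST-MLLE protein for full effect; some results filed as inactive read as strong as hits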
# Neddylation inh: cullin neddylation inhibition; P61081+Q13564; TR-FRET cullin neddylation, biochemical; calls only at 25 µM; 360,000 tested, 0.58% active; in the data active = inhibition above about 36%
# SKN-1 block: blocks SKN-1 activity in C. elegans | C. elegans VP596 Pgst-4::GFP/RFP ratio, acrylamide-induced, 24 h | inhibition, % at 21.8 µM | 360,000 tested, 0.49% active;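 active = interference check ratio from 0.5 to 1.5 plus GFP to RFP signal ratio inhibition reaching or exceeding a fixed threshold, cut at about 30% in these data, passing the limit was not always enough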; also: some compounds called inactive have numbers as strong as hits
# Rin1 Abl inh: inhibitors of human Rin1-Abl protein interaction | P00519+Q13671 | TR-FRET Rin1/Abl binding, biochemical | inhibition, % at 7.35 µM | 360,000 tested, 0.4% active; in the data active = inhibition above about 5%, passing the limit was not always enough
# Target sequence (P00519 whole entry, looked up): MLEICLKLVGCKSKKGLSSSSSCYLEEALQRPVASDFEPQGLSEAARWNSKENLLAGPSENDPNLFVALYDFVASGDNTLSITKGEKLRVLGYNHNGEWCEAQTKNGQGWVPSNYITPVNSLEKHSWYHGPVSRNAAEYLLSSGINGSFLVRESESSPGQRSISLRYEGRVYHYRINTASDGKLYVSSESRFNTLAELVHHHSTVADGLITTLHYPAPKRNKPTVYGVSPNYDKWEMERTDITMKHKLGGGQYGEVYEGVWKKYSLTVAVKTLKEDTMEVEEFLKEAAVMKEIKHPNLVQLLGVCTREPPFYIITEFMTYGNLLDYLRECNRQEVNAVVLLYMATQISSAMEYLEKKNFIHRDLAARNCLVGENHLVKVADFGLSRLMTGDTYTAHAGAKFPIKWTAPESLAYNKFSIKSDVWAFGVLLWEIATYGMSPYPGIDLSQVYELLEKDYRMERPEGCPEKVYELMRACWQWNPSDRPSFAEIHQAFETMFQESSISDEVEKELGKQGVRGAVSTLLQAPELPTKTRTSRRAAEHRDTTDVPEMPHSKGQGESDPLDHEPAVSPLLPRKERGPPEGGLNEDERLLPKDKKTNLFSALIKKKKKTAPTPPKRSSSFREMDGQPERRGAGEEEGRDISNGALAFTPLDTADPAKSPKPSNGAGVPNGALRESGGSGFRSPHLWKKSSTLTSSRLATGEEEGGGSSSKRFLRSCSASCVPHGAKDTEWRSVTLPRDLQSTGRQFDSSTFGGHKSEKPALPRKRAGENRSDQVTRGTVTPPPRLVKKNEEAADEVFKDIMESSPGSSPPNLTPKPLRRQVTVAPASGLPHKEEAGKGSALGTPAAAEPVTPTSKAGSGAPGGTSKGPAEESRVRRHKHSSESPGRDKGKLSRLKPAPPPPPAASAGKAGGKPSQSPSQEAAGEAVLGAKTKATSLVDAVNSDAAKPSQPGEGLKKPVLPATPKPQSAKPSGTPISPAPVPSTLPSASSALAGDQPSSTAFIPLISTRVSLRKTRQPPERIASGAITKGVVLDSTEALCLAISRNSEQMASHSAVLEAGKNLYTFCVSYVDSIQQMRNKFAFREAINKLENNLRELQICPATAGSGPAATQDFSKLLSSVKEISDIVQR
# Target sequence (Q13671 whole entry, looked up): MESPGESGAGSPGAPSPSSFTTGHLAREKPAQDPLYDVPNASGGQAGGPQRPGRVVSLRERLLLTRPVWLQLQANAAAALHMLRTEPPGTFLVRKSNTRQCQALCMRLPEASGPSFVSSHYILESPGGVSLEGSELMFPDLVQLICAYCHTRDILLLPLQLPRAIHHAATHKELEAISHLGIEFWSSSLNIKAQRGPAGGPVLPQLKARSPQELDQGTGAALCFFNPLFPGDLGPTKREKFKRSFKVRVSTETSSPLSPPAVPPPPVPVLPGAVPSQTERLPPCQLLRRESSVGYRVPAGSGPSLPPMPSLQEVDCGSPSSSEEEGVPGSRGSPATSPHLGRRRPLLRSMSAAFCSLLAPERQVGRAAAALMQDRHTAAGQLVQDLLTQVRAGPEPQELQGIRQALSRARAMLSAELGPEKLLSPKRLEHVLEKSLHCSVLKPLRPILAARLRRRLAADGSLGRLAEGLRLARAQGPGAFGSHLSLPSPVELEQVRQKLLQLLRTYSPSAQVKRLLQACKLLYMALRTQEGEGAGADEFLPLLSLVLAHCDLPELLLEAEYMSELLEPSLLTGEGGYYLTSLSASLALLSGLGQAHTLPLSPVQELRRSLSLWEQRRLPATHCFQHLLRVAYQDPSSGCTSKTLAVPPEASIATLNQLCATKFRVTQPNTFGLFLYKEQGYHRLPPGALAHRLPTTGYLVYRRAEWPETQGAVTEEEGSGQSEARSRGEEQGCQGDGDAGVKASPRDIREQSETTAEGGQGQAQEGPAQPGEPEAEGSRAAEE
# Rpn11 inh: Rpn11 (human) deubiquitinase inhibition. O00487. human 26S proteasome, Ub4-pepOG fluorescence polarization; 20S core pre-blocked with epoxomicin. calls only at 20 µM. 360,000 tested, 0.59% active. AID 588493;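 active = inhibition at 20 µM, scaled to each plate's controls, above about 33%, limit read from the data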
# MT1-MMP act inh: inhibitors of human MT1-MMP activation | 360,000 tested, 0.061% active | HT1080 RFP-PRO-GFP cells, GFP/RFP ratio fluorescence, overnight; percent of plate control window, DMSO zero | P50281 | GFP/RFP ratio change, % at 20 µM;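 active = GFP/RFP ratio change of at least 30% with cell ATP level not reduced by more than half and red fluorescence within 50% of control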; also: strong numbers were not always called active
#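 Material: RFP-PRO-GFP reporter HT1080 cells. Dosing: single-point 20 µM compound, 1% DMSO. Controls: DMSO and RFP-L50D-GFP cell wells. Timing: cells overnight before dosing, compound overnight, 37 °C, 5% CO2. Measure: GFP/RFP fluorescence ratio.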
# The depositor's hits bear a star; i = inactive; + = active, no number.
[1] CC(C)NC(=O)CC1OC(=O)c2ccccc21 (stereo not given)
[2] Cc1ccc(C(=O)NCC(=O)OCC(=O)NCC(F)(F)F)cc1
[3] Cc1ccc(C(NC(=O)C(C)C)c2cc([N+](=O)[O-])c3cccnc3c2O)cc1 (stereo not given)
[4] CCN(CC)S(=O)(=O)c1ccc(NC(=O)c2cnccn2)cc1
[5] O=C(CCC(=O)N1CCc2ccccc2C1)NCCc1ccc(Cl)cc1
[6] CCOc1ccccc1/C=C(\C#N)C(=O)NC1CC1
[7] CC1CC(C)CN(C(=O)c2ccc(NS(=O)(=O)c3ccc4[nH]c(=O)[nH]c4c3)cc2)C1 (stereo not given)
[8] CC(NC(=O)Nc1ccc2c(c1)OCO2)c1ccncc1 (stereo not given)

Assay by compound,1,2,3,4,5,6,7,8
Neddylation inh,i,i,i,i,i,i,i,i
MLLE-PAM2 inh,3.1,-1.2,6.3,0.4,-7.7,7.0,-3.8,-1.3
FAS TE block,-9.4,-5.1,16.6,-4.3,5.1,-7.4,-5.5,-8.1
NadD inh,-2.4,-8.3,29.9,-4.9,1.2,-0.7,3.5,-4.2
Rin1 Abl inh,-1.7,-0.2,0.1,0.8,1.2,-1.7,-1.2,2.1
Rpn11 inh,i,i,i,i,i,i,i,i
MT1-MMP act inh,0.6,-1.0,5.9,5.3,-1.9,-2.3,5.8,3.9
CSN inh,5.5,-3.8,-3.0,-2.3,0.9,-0.7,-2.5,1.1
SKN-1 block,12.9,3.4,9.0,16.6,-13.1,8.2,11.4,6.1

[9] CCOc1ccc(N(CC(=O)NCC(C)C)S(C)(=O)=O)cc1
[10] Cc1ccc(NC(=O)CSc2nnc(NC(=O)c3ccco3)s2)cc1
[11] NC(=O)c1cc(N=Nc2c(N)[nH]n(-c3c(Cl)cc(Cl)cc3Cl)c2=O)ccc1Cl
[12] Cn1c(=O)c2c(nc(N3CCOCC3)n2CCc2ccccc2)n(C)c1=O
[13] CC(C)(C)c1cc(C(C)(C)C)cc(S(=O)(=O)CCc2ccccn2)c1
[14] O=C(CSc1nc2ccccc2o1)NCc1ccco1
[15] CCN(C(C)=O)N(CC)c1nc(Cl)nc(NC(C)C)n1
[16] Clc1ccc(-c2cc(CSc3cccc(Cl)c3)on2)cc1

Assay by compound,9,10,11,12,13,14,15,16
Neddylation inh,i,i,i,i,i,i,i,i
MLLE-PAM2 inh,-8.0,18.2,-4.8,4.0,9.4,-0.9,-93.1,8.5
FAS TE block,-3.5,-4.2,-4.8,0.3,11.7,-3.6,-12.0,26.1
NadD inh,1.3,8.0,14.8,6.8,3.9,1.4,8.7,6.1
Rin1 Abl inh,0.3,-0.9,-3.2,2.7,2.4,0.9,2.5,-0.8
Rpn11 inh,i,i,i,i,i,i,i,i
MT1-MMP act inh,0.4,-4.1,5.7,-1.4,-12.0,1.3,0.3,4.7
CSN inh,-4.9,-5.8,5.1,-4.0,4.6,1.7,-0.8,0.8
SKN-1 block,6.7,-2.5,-0.6,5.7,13.5,-21.4,1.2,60.2*

# Reformatted: results already given.
no. | SMILES | Neddylation inh | MLLE-PAM2 inh | FAS TE block | NadD inh | Rin1 Abl inh | Rpn11 inh | MT1-MMP act inh | CSN inh | SKN-1 block
4 | CCN(CC)S(=O)(=O)c1ccc(NC(=O)c2cnccn2)cc1 | i | 0.4 | -4.3 | -4.9 | 0.8 | i | 5.3 | -2.3 | 16.6
5 | O=C(CCC(=O)N1CCc2ccccc2C1)NCCc1ccc(Cl)cc1 | i | -7.7 | 5.1 | 1.2 | 1.2 | i | -1.9 | 0.9 | -13.1
6 | CCOc1ccccc1/C=C(\C#N)C(=O)NC1CC1 | i | 7.0 | -7.4 | -0.7 | -1.7 | i | -2.3 | -0.7 | 8.2
7 | CC1CC(C)CN(C(=O)c2ccc(NS(=O)(=O)c3ccc4[nH]c(=O)[nH]c4c3)cc2)C1 (stereo not given) | i | -3.8 | -5.5 | 3.5 | -1.2 | i | 5.8 | -2.5 | 11.4
8 | CC(NC(=O)Nc1ccc2c(c1)OCO2)c1ccncc1 (stereo not given) | i | -1.3 | -8.1 | -4.2 | 2.1 | i | 3.9 | 1.1 | 6.1
9 | CCOc1ccc(N(CC(=O)NCC(C)C)S(C)(=O)=O)cc1 | i | -8.0 | -3.5 | 1.3 | 0.3 | i | 0.4 | -4.9 | 6.7
10 | Cc1ccc(NC(=O)CSc2nnc(NC(=O)c3ccco3)s2)cc1 | i | 18.2 | -4.2 | 8.0 | -0.9 | i | -4.1 | -5.8 | -2.5
11 | NC(=O)c1cc(N=Nc2c(N)[nH]n(-c3c(Cl)cc(Cl)cc3Cl)c2=O)ccc1Cl | i | -4.8 | -4.8 | 14.8 | -3.2 | i | 5.7 | 5.1 | -0.6
12 | Cn1c(=O)c2c(nc(N3CCOCC3)n2CCc2ccccc2)n(C)c1=O | i | 4.0 | 0.3 | 6.8 | 2.7 | i | -1.4 | -4.0 | 5.7
13 | CC(C)(C)c1cc(C(C)(C)C)cc(S(=O)(=O)CCc2ccccn2)c1 | i | 9.4 | 11.7 | 3.9 | 2.4 | i | -12.0 | 4.6 | 13.5
14 | O=C(CSc1nc2ccccc2o1)NCc1ccco1 | i | -0.9 | -3.6 | 1.4 | 0.9 | i | 1.3 | 1.7 | -21.4
15 | CCN(C(C)=O)N(CC)c1nc(Cl)nc(NC(C)C)n1 | i | -93.1 | -12.0 | 8.7 | 2.5 | i | 0.3 | -0.8 | 1.2

# New compounds follow
[17] COc1ccccc1N1CCN(S(=O)(=O)c2ccc3c4c(cccc24)C(=O)N3)CC1
[18] Cc1ccc(S(=O)(=O)N2CCN(CC3CC4C=CC3C4)CC2)cc1 (stereo not given)
[19] O=C(NCc1ccccc1)C(c1ccco1)N(C(=O)c1csnn1)c1ccccc1F (stereo not given)
[20] CC(C)=CCN1CCN(Cc2cc(CC(C)C)n[nH]2)CC1CCO (stereo not given)
[21] COc1ccc(CNC(=O)Cn2ccc(N)nc2=O)cc1
[22] Cc1ccc(C(=O)N2CCCCCC2)cc1Br
[23] O=S(=O)(NC1CCCCC1)c1ccc(Br)s1
[24] CCOC(=O)c1sc(NC(=O)CSc2nc3c(c(=O)n2-c2ccc(C)cc2)SCC3)c(C(=O)OCC)c1C

Assay by compound,17,18,19,20,21,22,23,24
Neddylation inh,i,i,i,i,i,i,i,i
MLLE-PAM2 inh,3.8,2.1,22.9,-2.0,-6.4,-1.7,-18.1,2.8
FAS TE block,-37.4,11.8,1.4,-5.0,-8.6,-2.0,4.7,22.7
NadD inh,13.6,-2.5,-4.2,-7.4,-3.6,-2.2,-3.8,23.8
Rin1 Abl inh,0.3,1.1,2.0,-0.6,6.1,-1.8,0.3,-1.5
Rpn11 inh,i,i,i,i,i,i,i,i
MT1-MMP act inh,3.2,1.6,1.2,-1.5,5.8,0.5,-0.2,-6.7
CSN inh,1.5,5.9,2.1,-2.8,-0.2,-1.1,-1.4,-3.0
SKN-1 block,1.4,-8.0,-0.1,-2.8,5.3,20.5,-7.7,-22.6

[25] CN(CC(=O)NCCc1ccc(S(N)(=O)=O)cc1)S(=O)(=O)c1ccc(Br)s1
[26] CN1C(=O)Cc2cc(S(=O)(=O)NCc3c(F)cccc3Cl)ccc21
[27] COc1ccc(NC(=O)CCC(=O)N2CCC(c3ccccc3)=N2)cc1S(=O)(=O)N1CCCCC1
[28] CCC(=O)NCCN1CCN(C(=O)CC)CC1
[29] CCCOC(=O)c1ccc(Oc2cn[nH]c2-c2ccc(O)cc2O)cc1
[30] CS(=O)(=O)c1ccc(C(=O)OCC(=O)NC(=O)Cc2ccccc2)cc1
[31] CCOc1ccc2cc(C(=O)c3ccccc3)c(=O)oc2c1
[32] O=C(CNC(=O)c1ccco1)NNC(=O)c1ccc(Br)cc1

Assay by compound,25,26,27,28,29,30,31,32
Neddylation inh,i,i,i,i,i,i,i,i
MLLE-PAM2 inh,-2.2,-5.1,9.4,-2.1,-7.1,-6.6,-8.4,-6.9
FAS TE block,-1.3,-3.0,-7.1,-7.4,-132.4,-3.8,-8.5,-7.1
NadD inh,-0.4,-5.4,6.8,-3.7,1.3,-4.1,-3.4,2.0
Rin1 Abl inh,1.9,3.6,3.1,-0.6,0.2,7.3,-2.5,2.1
Rpn11 inh,i,i,i,i,i,i,i,i
MT1-MMP act inh,0.5,-0.7,14.2,0.0,-0.8,0.4,-0.7,-1.3
CSN inh,-2.5,0.7,1.6,-1.1,-4.6,-0.7,-4.2,1.0
SKN-1 block,-0.7,-5.5,-8.3,-24.0,-5.3,-3.1,9.5,9.6

[33] Cc1ccc(CC(=O)Nc2cccc(C)n2)cc1
[34] Cn1c(=O)oc2cc(S(=O)(=O)NCC3CCCO3)ccc21 (stereo not given)
[35] O=C(NC(=S)NNC(=O)c1cccs1)c1ccc(Br)o1
[36] O=C(Cn1nnc(-c2ccccc2)n1)NC(=O)NC1CCCC1
[37] CN(C)c1ccc(C(=O)/C=C/c2ccccc2)cc1
[38] CC(C)CCNC(=O)CN(Cc1ccccc1)C(=O)CCC(=O)Nc1ccccn1
[39] CCc1ccc([C@H]2C(C(=O)O)=C[C@@H](CC)N2S(=O)(=O)c2ccc(C)cc2)cc1
[40] COc1ccccc1N1CCN(CC(=O)c2c(C)n(C)c3ccccc23)CC1

Assay by compound,33,34,35,36,37,38,39,40
Neddylation inh,i,i,i,i,i,i,i,i
MLLE-PAM2 inh,1.2,-2.4,14.9,8.6,-8.0,-3.5,-23.9,-9.4
FAS TE block,-7.7,-25.3,-5.0,5.8,-1.5,-5.9,-3.2,-1.0
NadD inh,-2.0,0.3,1.7,-5.1,-0.2,-6.9,-1.1,-4.5
Rin1 Abl inh,7.0,-6.4,-1.3,1.9,0.2,1.5,2.3,3.1
Rpn11 inh,i,+,i,i,i,i,i,i
MT1-MMP act inh,-3.8,-36.7,2.0,-1.6,0.4,3.0,1.3,0.9
CSN inh,5.1,15.3,0.7,0.3,1.9,-2.7,-3.9,-2.4
SKN-1 block,6.0,16.7,6.9,9.6,42.8*,-0.2,63.3,2.6

[41] CCn1c(SCC(N)=O)nnc1-c1ccc(S(=O)(=O)N2CCN(C)CC2)cc1
[42] CCOC(=O)C1=C(CN2CCC(C)CC2)NC(=O)NC1c1ccc(Cl)cc1 (stereo not given)
[43] CCOC(=O)c1ccc(N=NN(C)C)cc1
[44] COc1cc(NC(=O)c2ccc3snnc3c2)cc(OC)c1
[45] O=S(=O)(c1cccc(C(F)(F)F)c1)N1CCC(CO)(CCCc2ccccc2)CC1
[46] CCN(CC)CCn1c2c(c(SCC(=O)Nc3ccc(F)c(F)c3)nc1=O)CCC2
[47] Cc1ccc(S(=O)(=O)N(C)c2ccc(OCC(=O)NC3=NCCS3)cc2)cc1
[48] Cc1csc(CNc2ncnc3ccc(-c4ccoc4)cc23)c1

Assay by compound,41,42,43,44,45,46,47,48
Neddylation inh,i,i,i,i,i,i,i,i
MLLE-PAM2 inh,5.2,-3.4,-32.9,7.1,-3.2,6.9,6.9,-7.0
FAS TE block,-6.0,18.7,-1.0,8.3,27.8,-2.8,-2.8,10.5
NadD inh,2.9,-0.7,-3.1,-6.8,-3.4,-5.6,-6.5,3.1
Rin1 Abl inh,3.2,1.4,-0.1,-4.1,2.3,1.0,-0.5,0.2
Rpn11 inh,i,i,i,i,i,i,i,i
MT1-MMP act inh,4.0,0.7,-1.2,3.0,2.6,2.8,-0.3,-13.7
CSN inh,-1.6,0.3,-1.5,-2.6,3.5,3.1,-10.1,2.1
SKN-1 block,-7.4,6.5,11.8,-9.3,7.8,-7.7,-22.5,2.0
